B2AR arrestin – qHTS assay of beta-arrestin-biased ligands of beta2-adrenergic receptor. beta-arrestin recruitment to beta2AR, cell-based reporter. AID 492947, 2010. Beta-2 adrenergic receptor (Homo sapiens), P07550. hit rate 0.02% among 330,000. Potency, µM (series often up to 46.1 µM), without a hit: top-dose activation, hits mostly activators;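 note: potency is the fitted concentration of half-maximal effect; 0% = DMSO controls and full agonism = EC100 isoproterenol or metaproterenol; nearly all actives have a fitted effect of over 65% in size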
Eya2 inh – qHTS Assay for Inhibitors of the Phosphatase Activity of Eya2; Protein phosphatase EYA2 (Homo sapiens), O00167; recombinant Eya2, OMFP fluorescence dephosphorylation (OMFP is methylfluorescein phosphate); Potency, µM (series often up to 76.9 µM), without a hit: at the highest dose activity, negative = inhibition, hits mostly inhibitors; hit rate 0.006% among 330,000; note: potency is the fitted concentration of half-maximal effect; % is set by controls: 0 for no effect and ±100 for the full control effect
Target sequence (O00167 whole entry, looked up): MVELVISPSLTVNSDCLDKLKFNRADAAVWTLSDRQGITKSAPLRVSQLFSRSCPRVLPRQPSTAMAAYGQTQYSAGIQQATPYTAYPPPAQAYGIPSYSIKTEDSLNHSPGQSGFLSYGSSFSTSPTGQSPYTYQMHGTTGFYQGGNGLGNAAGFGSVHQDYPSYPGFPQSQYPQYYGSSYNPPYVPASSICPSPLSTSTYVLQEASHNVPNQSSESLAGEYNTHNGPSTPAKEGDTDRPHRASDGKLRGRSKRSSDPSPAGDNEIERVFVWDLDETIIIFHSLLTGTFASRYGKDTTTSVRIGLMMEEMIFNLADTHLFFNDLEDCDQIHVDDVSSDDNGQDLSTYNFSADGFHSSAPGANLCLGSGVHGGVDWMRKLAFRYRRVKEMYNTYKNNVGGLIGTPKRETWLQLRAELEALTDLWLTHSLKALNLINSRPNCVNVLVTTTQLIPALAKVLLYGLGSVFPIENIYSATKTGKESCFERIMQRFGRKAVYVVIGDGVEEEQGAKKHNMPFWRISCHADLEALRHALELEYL
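Eya2 (0.2 uM) preincubated 10 min at ambient with compound, then OMFP substrate added at 50 uM; 10 min reaction in 50 mM HEPES pH 7.5, 50 mM NaCl, 5 uM MgCl2, 0.05% BSA, 1 mM DTT. Fluorescence read at Ex 485/Em 525 nm.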
BCR signal inh – qHTS Assay to Find Inhibitors of Chronic Active B-Cell Receptor Signaling; ABC-DLBCL IkBa-CBG/CBR reporter, luminescence ratio, 4 h; Potency, µM (series often up to 46.1 µM), without a hit: at the top dose ratio change, negative = lower green/red ratio, actives largely listed as inhibitors; hit rate 0.05% among 340,000; AID 493014, 2011; active = well fitted inhibition curve with a large enough effect in the signal ratio, with a control signal flat, not every such curve was filed as active; inconclusive = small, poorly fitted or top-dose-only effect, or effect the other way, or a change in a side signal; the % refers to the signal ratio;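 note: potency is the fitted concentration of half-maximal effect; plate controls were basal doxycycline-induced cells for no effect and cells given 10 µM MG132 for full effect; MG132 reads +100%, hits lower the ratio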
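Concentration-response series (up to 46 uM) were applied to TMD8 dual-reporter cells for 4 h at 37C with doxycycline. Green/red ratio, after filter-overlap correction, defined %Activity; red signal alone was normalised to basal cells and zero luminescence.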
TSG101-PTAP inh – qHTS Assay for Iinhibitors of HIV-1 Budding by Blocking the Interaction of PTAP/TSG101; Tumor susceptibility gene 101 protein (Homo sapiens), Q99816; Fluorescence polarization, FITC-PTAP peptide / Tsg101 binding; Potency, µM (top dose mostly 115 µM), for inactives: top-dose activity change, negative = inhibition, usual class: inhibitors; 340,000 tested, under 10 active; active = well fitted inhibition curve with a large enough effect in the main read-out, with a control signal flat, not every such curve was filed as active; inconclusive = small, poorly fitted or top-dose-only effect, or effect the other way, or a change in a side signal; inactive = no such curve, though single readings can be large or run the other way; note: potency is the fitted concentration of half-maximal effect; % of control where 0% means no effect
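Steps: Tsg101 binding domain dispensed (10 uM final), compounds pinned in DMSO, FITC-labeled PTAP-motif peptide added (50 nM final); after 20 min binding at room temperature, polarization measured.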
TCR act – Activators of T cell receptors: qHTS campaign | primary human leukocytes, anti-CD3, IL-2 HTRF, 48 h | Potency, µM (titrated, usually from 9.22 µM), inactives show top-dose activation of IL-2 secretion, usual class: activators | 330,000 tested, under 10 active; note: % of control where 0% means no effect
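Compounds are tested in HTS on primary human leukocytes co-incubated with a-CD3 beads for 48 hr. IL-2 output is measured by time-resolved FRET.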
Mito fusion yeast – qHTS Assay for Small Molecule Inhibitors of Mitochondrial Division or Activators of Mitochondrial Fusion; S. cerevisiae fusion-defective mutant growth rescue, CellTiterGlo 48 h; Potency, µM (top dose mostly 46.1 µM), without a hit: at the highest dose growth rescue (activation), most hits filed as activators; hit rate 0.23% among 320,000; AID 485298, 2010;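 note: potency is the fitted concentration of half-maximal effect; % of control where 0% means no effect; nearly all actives have a fitted effect of over 45% in size; temperature-sensitive fusion mutants such as fzo1-1 at 37 °C on non-fermentable ethanol glycerol medium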
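S. cerevisiae fusion-defective temperature-sensitive mutants (e.g. fzo1-1, mgm1-5) grown 48 h at 37C in YPEG (ethanol/glycerol non-fermentable) medium with 23 nl compound per well; growth rescue read as CellTiterGlo luminescence.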
uPA generation – qHTS for Inhibitors of Cell Surface uPA Generation. Potency, µM (top dose mostly 38.3 µM), for the others: at the top dose activity change, negative = inhibition, actives largely listed as inhibitors. cell surface uPA generation assay, qHTS. hit rate 0.31% among 330,000. AID 540303, 2011; active = well fitted inhibition curve with a large enough effect; inconclusive = small, poorly fitted or top-dose-only effect; inactive = no such curve, though single readings can be large or run the other way; tested in mouse RAW 264.7 cells; note: potency is the fitted concentration of half-maximal effect; % is set by controls: 0 for no effect and ±100 for the full control effect; nearly all actives have a fitted effect of over 55% in size
ELG1 DNA repair – qHTS screen for small molecules that inhibit ELG1-dependent DNA repair in human embryonic kidney (HEK293T) cells expressing luciferase-tagged ELG1 | HEK293T ELG1-luciferase reporter, luminescence, 16 h; DNA damage induced by 5-fluorouridine | Potency, µM (series often up to 46.1 µM), for inactives: at the top dose activity change, negative = inhibition, actives largely listed as inhibitors | hit rate 2.3% among 330,000; note: potency is the fitted concentration of half-maximal effect; % is set by controls: 0 for no effect and ±100 for the full control effect; nearly all actives have a fitted effect of over 55% in size
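Overnight (16 hr) co-exposure of 2,000 cells/well to 5-fluorouridine and compound at 37 °C preceded detection. Luciferase was quantified via ONE-Glo luminescence; loss of signal denotes inhibition.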
TSHR antag – Antagonists of the Thyroid Stimulating Hormone Receptor: HTS campaign; Thyrotropin receptor (Homo sapiens), P16473; AID 504810, 2011; activity change, negative = inhibition, % at 11.5 µM; hit rate 0.2% among 330,000; TSHR-expressing cells, TSH-stimulated cAMP HTRF, 2 h; active compounds read low;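 active = activity change below a set negative limit, meaning inhibition stronger than a set level, cut at about -70% in these data; inconclusive = activity change between two set negative limits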; note: % is set by controls: 0 for no effect and ±100 for the full control effect
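Freshly harvested TSHR cells receive pin-tooled compound, then EC80 TSH at 4nM final. After 2 hours at 37 deg C, antibody in lysis buffer and cAMP-d2 are added; 30 minutes at ambient temperature precede the HTRF read.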
Tb PFK inh – qHTS Assay to Find Inhibitors of T. brucei phosphofructokinase; Potency, µM (highest dose often 57.5 µM), without a hit: top-dose activity, negative = inhibition, most hits filed as inhibitors; hit rate 0.17% among 330,000; T. brucei PFK, ADP-Glo luminescence; ATP-dependent 6-phosphofructokinase (Trypanosoma brucei brucei), O15648;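 note: potency is the fitted concentration of half-maximal effect; 0% = uninhibited 1x PFK enzyme wells and -100% = no-enzyme wells; nearly all actives have a fitted effect of over 60% in size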
Target sequence (O15648 whole entry, looked up): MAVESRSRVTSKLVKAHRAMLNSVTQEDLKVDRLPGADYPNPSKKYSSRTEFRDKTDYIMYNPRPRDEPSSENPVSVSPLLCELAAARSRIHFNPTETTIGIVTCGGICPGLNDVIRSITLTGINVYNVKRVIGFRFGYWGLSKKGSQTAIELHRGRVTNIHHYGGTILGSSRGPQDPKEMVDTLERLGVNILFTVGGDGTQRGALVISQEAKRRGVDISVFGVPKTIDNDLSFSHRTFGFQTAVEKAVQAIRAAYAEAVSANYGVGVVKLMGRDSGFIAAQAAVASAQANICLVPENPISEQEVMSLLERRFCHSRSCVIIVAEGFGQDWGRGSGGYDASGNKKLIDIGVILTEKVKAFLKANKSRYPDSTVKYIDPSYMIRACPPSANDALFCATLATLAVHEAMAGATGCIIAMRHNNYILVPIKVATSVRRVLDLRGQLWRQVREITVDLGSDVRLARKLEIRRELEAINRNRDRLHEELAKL
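1.25 nM PFK with 0.5 mM F6P and 0.1 mM ATP in 0.1 M TEA pH 8.0, 5 mM MgCl2, incubated 45 min at room temperature; ADP measured by ADP-Glo luminescence; compounds titrated up to 57 uM.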
USP2a inh – qHTS Assay for Inhibitors of Ubiquitin-specific Protease USP2a Using CHOP2 as the Reporter; hit rate 0.01% among 330,000; USP2 core, Ub-CHOP2 coupled fluorogenic reporter, 485/531; AID 463254, 2010; Potency, µM (doses to about 38.3 µM), inactives show at the top dose activity change, negative = inhibition, most hits filed as inhibitors; Ubiquitin carboxyl-terminal hydrolase 2 (Homo sapiens), O75604;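 note: potency is the fitted concentration of half-maximal effect; plate controls were DMSO wells for no effect and full inhibition by NEM control for full effect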
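Cell-free coupled assay: 10nM USP2 core preincubated 30min RT with compound in Tris-HCl pH 8.0/CaCl2/CHAPS buffer, then 25nM Ub-CHOP2 and 25nM reporter substrate; fluorescence (Ex 485/Em 531) read after 60min RT, normalized to NEM inhibition, concentration-response curves fitted.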
The depositor's hits bear a star; ? = inconclusive; . = no result given; [ ] = remark or other dose. Unless noted, calls come from the whole dose curve; as a rule, active = well fitted curve in the direction sought with a large enough effect; inconclusive = small, poorly fitted or top-dose-only effect, or another doubt; inactive = no such curve, though single readings can be large; an effect the other way counts as inactive or inconclusive. No enrichment for hits; overall some 3% were active at least once.

SMILES	B2AR arrestin	Eya2 inh	BCR signal inh	TSG101-PTAP inh	TCR act	Mito fusion yeast	uPA generation	ELG1 DNA repair	TSHR antag	Tb PFK inh	USP2a inh
CCOC(=O)c1c(C)[nH]c(C(=O)COC(=O)C2CC(=O)N(Cc3ccccc3)C2)c1C (configuration not stated)	0.4%	5%	0%	-6%	0%	3%	2%	17%	-7	0%	3%
S=C(Nc1cccc(Cl)c1)NC1CCCCC1	-0.7%	-7%	?	-6%	0%	-3%	1%	0%	-10	5%	2%
COC(=O)C(C)n1nc(C)n(-c2ccc(C)cc2)c1=O (configuration not stated)	-0.4%	4%	17%	-7%	-2%	-1%	.	0%	-1	-1%	0%
COc1cccc(N(C(=O)CNC(=O)c2ccco2)C(C(=O)NC2CCCCC2)c2ccncc2)c1 (configuration not stated)	0.5%	16%	-8%	-3%	6%	0%	2%	8%	-3	-5%	2%
CC(C)Cn1c(SCC#N)nc2ccccc2c1=O	0.0%	-4%	3%	-11%	-2%	9%	-5%	11%	-6	-3%	4%
Cc1nc(NC(=O)c2ccco2)sc1C(=O)Nc1ccc(Br)cc1	0.3%	14%	?	-14%	1%	4%	-13%	0%	-11	1%	-2%
Cc1cc(C(=O)CCl)c(C)n1CCc1ccccc1	-0.2%	-8%	-19%	-5%	10%	-13%	-6%	9%	?	0%	0%
CCOc1cccc(C(=O)Nc2ccc(N(CC)CC)cc2)c1	-0.7%	8%	?	-4%	2%	13%	-17%	-7%	9	2%	4%
Cc1cc(C)cc(NC(=O)NCC2CCN(Cc3cc(C)ccc3C)CC2)c1	-0.6%	-19%	2%	-6%	6%	-1%	-3%	-7%	1	-7%	-2%
CCCCNC(=O)c1cn(CC)c2ccc(S(=O)(=O)N3CCCC3)cc2c1=O	0.0%	-8%	4%	-3%	-4%	0%	4%	?	1	-2%	5%
Nc1ccc(Cl)c(-c2nc3ncccc3o2)c1	0.0%	13%	2%	-2%	7%	2%	-2%	?	27	3%	-2%
COc1ccc(OC)c(CNc2ccc(F)c(Cl)c2)c1	-0.1%	1%	9%	-5%	3%	8%	-3%	14%	-15	-7%	0%
O=C(O)c1ccccc1NCc1ccco1	0.4%	-26%	1%	3%	0%	-1%	-18%	0%	-3	1%	7%
CCOC(=O)c1nn(-c2ccccc2C)c(=O)cc1OCC(=O)Nc1cccc(OC)c1	0.3%	-25%	2%	-3%	11%	2%	20%	5%	-13	0%	0%
Oc1ccc(-c2nnc(-c3ccc(O)cc3)nn2)cc1	0.0%	-1%	?	-2%	1%	-1%	-11%	?	-11	12%	1%
COc1ccc(NC(=O)C2CCCN(c3c4c(nc5ncnn35)CCC4)C2)cc1 (configuration not stated)	-0.3%	-17%	2%	-5%	2%	-6%	.	?	-12	-3%	-1%
O=C(CCNS(=O)(=O)c1ccccc1)NNC(=O)c1csc(N2CCOCC2)n1	-0.2%	13%	-7%	-1%	5%	-2%	8%	26%	5	3%	0%
CCn1c(CNc2ccc(F)cc2)nnc1SCC(=O)OC1CCCCC1	0.3%	-6%	3%	-3%	7%	-1%	4%	-7%	-1	-2%	2%
CCN(CC)C(=O)CS(=O)(=O)CC(=O)Nc1cc(OCCOC)c(Cl)cc1Cl	-0.9%	14%	-2%	1%	2%	0%	2%	-6%	-3	5%	10%
CCOC(=O)c1c(=O)n(O)c2ccc(OC)cc2[n+]1[O-]	0.0%	-30%	2%	-17%	-6%	0%	1%	1%	5	0%	2%
COc1cc(/C=C2\CCOC2=O)cc(OC)c1OC	-0.3%	-6%	-20%	-1%	-1%	5%	2%	27%	28	9%	0%
Cc1ccc(-c2noc(Cn3cc(S(=O)(=O)N4CCCC4)ccc3=O)n2)cc1	0.6%	-8%	?	-4%	9%	-2%	5%	13%	-1	-4%	1%
CSc1ncccc1C(=O)OCC(=O)Nc1ccc(Cl)cn1	-1.4%	-11%	3%	-2%	0%	.	5%	17%	-16	-1%	-2%
CC(C)(C)N/N=C/c1cc(Cl)cc([N+](=O)[O-])c1O	-0.3%	-4%	0%	-1%	-5%	25%	-1%	-9%	39	-4%	-4%
Cc1cccc(NC(=O)CCCCCN2C(=O)c3ccccc3C2=O)n1	0.1%	0%	25%	-3%	4%	6%	0%	?	6	-9%	-3%
NC(=O)C1CC12c1ccccc1-c1ccccc12 (configuration not stated)	-0.5%	-6%	?	-2%	-67%	-1%	-5%	-1%	12	4%	5%
CCOc1ccc2oc(C(=O)N(C)CC(=O)Nc3ccc(OCC)c(OCC)c3)c(C)c2c1	0.3%	1%	?	-1%	-1%	6%	1%	?	6	-9%	3%
Cc1ccc(C)n1-c1cccc(C(=O)O)c1	-0.1%	-1%	-12%	.	.	1%	.	-4%	-3	11µM*	?
COc1ccc(C)cc1NC(=O)C(OC(=O)CNC(=O)c1ccc(Br)cc1)c1ccccc1 (configuration not stated)	-1.3%	-5%	?	-7%	3%[46.1 µM]	0%	1%	0%	5	1%	-3%
CCOC(=O)N1CCN(C(=O)Cn2ccc3c(OC)cccc3c2=O)CC1	-0.9%	1%	-5%	-4%	-4%	8%	-16%	-14%	19	1%	-1%
COc1cc(C(=O)NCCc2ccc(S(=O)(=O)N3CCCC3)cc2)cc(OC)c1OC	-0.2%	-8%	-5%	-3%	2%	1%	-18%	?	-5	7%	0%
O=C(CCNC(=O)c1ccc([N+](=O)[O-])cc1)Nc1ccc(F)cc1	-0.1%	4%	0%	-3%	-4%	8%	2%	10%	15	-16%	-2%
CCN(CC)S(=O)(=O)c1cccc(C(=O)OCC(=O)NC(C)c2ccccc2)c1 (configuration not stated)	-0.1%	2%	?	-7%	4%	-3%	1%	3%	-3	-2%	0%
CCCCn1c(CNC(=O)CCC)nc2ccccc21	-0.1%	7%	0%	-3%	-6%	-6%	-14%	15%	-3	-3%	-1%
CC1Cc2ccccc2N1C(=O)Cn1c(=O)cc(O)c2ccccc21 (configuration not stated)	-0.1%	-9%	-8%	-6%	2%	-3%	-5%	-24%	2	-1%	2%
O=C(Nc1ccc2c(c1)nc1n2CCOC1)c1ccco1	4.9%	10%	?	-8%	4%	1%	-5%	?	1	-4%	-1%
CCCCN(C(=O)C1CCCO1)c1c(N)n(CCC)c(=O)[nH]c1=O (configuration not stated)	-1.5%	7%	1%	-3%	3%[46.1 µM]	.	4%	-1%	0	-2%	5%
COC(=O)CSc1nc(C)cc(C)c1C#N	-0.6%	1%	?	0%	-4%	11%	3%	10%	-9	0%	1%
N/C(=N\OC(=O)COc1ccc(Cl)cc1Br)c1ccncc1	0.1%	2%	2%	-3%	3%	-1%	-6%	?	-7	0%	-1%
CCc1ccc(NC(=O)CSCc2ccc(C(=O)O)cc2)cc1	0.4%	5%	12%	-3%	5%	-4%	-11%	-2%	7	0%	-2%
C[C@H](CO)N1C[C@H](C)[C@@H](CN(C)S(=O)(=O)c2ccc(F)cc2)Oc2ccc(NS(=O)(=O)c3ccccc3)cc2C1=O	0.1%	-2%	?	-2%	-5%	.	12%	-6%	9	0%	0%
O=C(Nc1cccc(Cl)c1)/C(=C\c1cccnc1)NC(=O)c1ccco1	-0.3%	4%	-1%	-3%	-388%	0%	-25%	10%	4	1%	0%
Cn1c(SCC(=O)OC2CCCCC2)nnc1-c1ccco1	-0.6%	2%	4%	-5%	-4%[46.1 µM]	4%	2%	21%	21	-1%	0%
COc1ccccc1C(=O)C1CCCN(C(=O)CCn2cnnn2)C1 (configuration not stated)	-0.5%	9%	1%	-4%	-15%	0%	5%	?	-1	-2%	0%

Bioassay records (PubChem BioAssay)
